LDHA block: qHTS assay for inhibitors of human lactate dehydrogenase; activity change, % (values are at about 110 or 230 µM); 0.15% of 480,000 active; L-lactate dehydrogenase A chain (Homo sapiens), P00338; purified LDHA, NADH/diaphorase-resazurin fluorescence; hits give low values; in the data active = activity change below about -30%; inconclusive = mostly about -25% to -30%;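 also: plate controls were DMSO wells for no effect and wells without enzyme for full effect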
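Resorufin fluorescence (ex540/em590), read at 0 and 20 min after diaphorase/resazurin addition, reports the NADH left after a 5 min room-temperature reaction of 2 nM human LDH5 with 0.06 mM NADH and 0.2 mM pyruvate.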
Vif-A3G inh: qHTS for Inhibitors of Vif-A3G Interactions: qHTS | DNA dC->dU-editing enzyme APOBEC-3G (Homo sapiens), Q9HC16 | HeLa A3G-eYFP + Vif (tagged APOBEC3G with the HIV-1 protein that degrades it), YFP fluorescence, overnight | Potency, µM (top dose mostly 46.1 µM), for inactives: at the top dose activity, negative = active, hits mostly inhibitors | 0.076% of 410,000 active | AID 602310, 2012;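 also: potency is read from the fitted curve at half-maximal effect; % is scaled to controls: 0 for no effect and ±100 for the full control effect; nearly all actives have a fitted effect of over 60% in size; hits raise eYFP signal because A3G escapes Vif-driven loss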
Target sequence (Q9HC16 whole entry, looked up): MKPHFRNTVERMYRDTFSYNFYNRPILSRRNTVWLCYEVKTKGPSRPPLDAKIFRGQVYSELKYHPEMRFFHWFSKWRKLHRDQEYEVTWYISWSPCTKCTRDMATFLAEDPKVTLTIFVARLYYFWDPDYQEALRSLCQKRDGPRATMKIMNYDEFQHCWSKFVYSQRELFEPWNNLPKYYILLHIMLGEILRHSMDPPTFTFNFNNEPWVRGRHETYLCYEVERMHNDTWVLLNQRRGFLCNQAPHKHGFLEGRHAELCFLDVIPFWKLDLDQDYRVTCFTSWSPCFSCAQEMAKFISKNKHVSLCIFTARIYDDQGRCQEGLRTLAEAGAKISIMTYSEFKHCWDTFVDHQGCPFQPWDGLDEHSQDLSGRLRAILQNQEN
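Read-out is eYFP fluorescence (Ex 488/Em 500-530) from Vif-expressing HeLa A3G-eYFP cells; more signal means A3G escaped Vif-mediated degradation. Cells plated overnight, compound pinned in, incubated overnight at 37 deg C.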
D1 agonist: Allosteric Agonists of the Human D1 Dopamine Receptor: qHTS; activation, % at 2 µM; HEK293 T-REx D1 cells, calcium flux, agonist mode; 1% of 360,000 active; in the data active = activation above about 30%; also: 0% is about no effect
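Agonism was scored from calcium flux recorded over 180 s (1 read/s) after pintool compound addition, following a 10-cycle baseline. Cells were inducible force-coupled HEK293 TREx D1, plated overnight at 30 C and loaded with no-wash calcium dye.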
RXFP1 ag: qHTS Assay for Agonists of the Relaxin Receptor RXFP1; Potency, µM (highest dose often 57.5 µM), for inactives: at the top dose activation, hits mostly activators; 0.3% of 370,000 active; HEK293T-RXFP1 cAMP TR-FRET, 30 min; response scale: percent of porcine relaxin response, buffer zero; Relaxin receptor 1 (Homo sapiens), Q9HBX9; also: potency is read from the fitted curve at half-maximal effect; % is scaled to controls: 0 for no effect and ±100 for the full control effect; nearly all actives have a fitted effect of over 60% in size; many of its hits are not listed in these tables
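Agonist response is measured as cAMP accumulation in an RXFP1-transfected HEK293T line under PDE4 inhibition. Values are scaled between buffer-only and 29 nM porcine relaxin, and EC50s come from standard Hill equation fits.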
D1 potentiator: Potentiators of Human D1 Dopamine Receptor: qHTS | D(1A) dopamine receptor (Homo sapiens), P21728 | HEK293 TREx D1 cells, calcium flux, dopamine EC20 potentiation | potentiation, % at 10 µM | 0.036% of 360,000 active | AID 504651, 2011; in the data active = potentiation above about 30%; also: 0% is about no effect
Glioma ERSR ind: qHTS for Inducers of the Endoplasmic Reticulum Stress Response (ERSR) in Human Glioma: qHTS | U87-MG GRP78 promoter luciferase reporter, 16 h | Potency, µM, without a hit: at the highest dose activation, most hits filed as activators | 0.02% of 420,000 active; also: potency is read from the fitted curve at half-maximal effect; series mostly up to about 76 µM; % of control where 0% means no effect; nearly all actives have a fitted effect of over 35% in size
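Stably transfected U87-MG glioma cells carrying a GRP78-based luciferase sensor; 16 h compound incubation. Luminescence end-point read 10 min after Bright-Glo addition at room temperature.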
D1 antagonist: Antagonist of Human D 1 Dopamine Receptor: qHTS | D(1A) dopamine receptor (Homo sapiens), P21728 | HEK293 TREx D1 cells, calcium flux, dopamine EC80; hits give low values | activity change, negative = inhibition, % at 10 µM | 3.2% of 360,000 active; in the data active = activity change below about -30%; also: % is scaled to controls: 0 for no effect and ±100 for the full control effect
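After overnight tetracycline induction at 30 C, force-coupled D1 HEK293 cells took up a no-wash calcium dye at room temperature. Compounds were added and monitored 180 s, and the response to EC80 dopamine was then recorded.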
Vif-A3F inh: qHTS for Inhibitors of Vif-A3F Interactions: qHTS. 0.2% of 390,000 active. HeLa A3F-eYFP + Vif (tagged APOBEC3F with the HIV-1 protein that degrades it), YFP fluorescence increase. Potency, µM (series often up to 46.1 µM), for the others: top-dose activity, negative = active; also: potency is read from the fitted curve at half-maximal effect; % of control where 0% means no effect; nearly all actives have a fitted effect of over 65% in size
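HeLa cells stably expressing Vif plus C-terminally eYFP-tagged A3F were seeded, incubated overnight at 37 deg C, dosed with compound, incubated overnight again at 37 deg C. Yellow fluorescence (Ex 488/Em 500-530) reported blocked Vif-mediated A3F-eYFP degradation.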
D2 potentiator: HTS Assay for Positive Allosteric Modulators of the Human D2 Dopamine Receptor: Primary Screen for Potentiators. D(2) dopamine receptor (Homo sapiens), P14416. HEK293 T-REx D2, calcium flux, EC20 dopamine potentiation. potentiation, % at 10 µM. 0.34% of 340,000 active. AID 485347, 2010;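 active = potentiation over 3 SD above the plate norm, cut at about 30% in these data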; also: 0% is about no effect
Target sequence (P14416 whole entry, looked up): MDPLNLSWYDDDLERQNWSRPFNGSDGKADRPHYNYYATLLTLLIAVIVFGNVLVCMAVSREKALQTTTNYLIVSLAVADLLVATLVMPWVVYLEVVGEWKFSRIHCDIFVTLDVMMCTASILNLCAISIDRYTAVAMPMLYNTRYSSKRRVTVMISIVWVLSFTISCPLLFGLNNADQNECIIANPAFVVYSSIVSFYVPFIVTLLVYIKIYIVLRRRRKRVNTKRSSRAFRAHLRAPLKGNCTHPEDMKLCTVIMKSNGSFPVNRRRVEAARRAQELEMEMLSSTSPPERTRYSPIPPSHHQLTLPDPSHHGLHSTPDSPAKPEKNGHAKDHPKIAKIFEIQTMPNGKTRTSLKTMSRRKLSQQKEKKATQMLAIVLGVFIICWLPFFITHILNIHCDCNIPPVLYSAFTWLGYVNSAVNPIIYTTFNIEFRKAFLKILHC
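Primary screen. Calcium kinetics in induced HEK293 T-REx D2 cells: compound pre-addition 180 s, EC20 dopamine, 180 s more.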
Starred values were filed as active, the others as inactive; ? = inconclusive; · = no result given; & = joins results of further samples. Unless noted, calls follow the shape of the dose curve; as a rule, active = well fitted curve in the direction sought with a large enough effect; inconclusive = small, poorly fitted or top-dose-only effect, or another doubt; inactive = no such curve, though single readings can be large; an effect the other way counts as inactive or inconclusive. This is a subset, so the mix of outcomes need not match the whole.

SMILES | LDHA block | Vif-A3G inh | D1 agonist | RXFP1 ag | D1 potentiator | Glioma ERSR ind | D1 antagonist | Vif-A3F inh | D2 potentiator
CN1CCN(C(=O)C(Cc2ccccc2)NS(=O)(=O)c2ccc3c(c2)CCC(=O)N3)CC1 (stereo not drawn) | -6 | 2% | 2 | 1.9% | 0 | -2% | -18 | 0% | -8
Cc1ccccc1CN1c2ccccc2-c2nc(SCC(N)=O)ncc2S1(=O)=O | 1 | -3% | 5 | 24% | -5 | -1% | 9 | 1% | -3
O=C(Cc1cccc(NC(=O)C2CCCN(C(=O)C3CC3)C2)c1)Nc1cccc(C(=O)N2CCOCC2)c1 (stereo not drawn) | -2 | 1% | · | · | · | 1% | · | 4% | ·
CCOc1ccc(-c2cn3c(n2)sc2cc(C(=O)N4CCCC(C)C4)ccc23)cc1 (stereo not drawn) | 7 | 1% | 0 | 27% | -8 | -2% | -28 | 2% | -21
Cc1ccc(NC(=O)c2ccc(CN3C(=O)CCn4nc(C)cc43)cc2)c(Cl)c1 | 0 | -2% | 1 | -1.1% | -3 | -2% | -34* | 0% | -8
CC(=O)C1=C(O)C(=O)N(Cc2ccccc2)C1c1ccco1 (stereo not drawn) | 1 | 0% | 3 | -0.8% | 5 | -4% | -6 | 12% | -3
CSc1ccc(OC2CCN(Cc3ccccc3)CC2)cc1 | 2 | -6% | 10 | 0.1% | -9 | 6% | -3 | 0% | -16
COc1ccc(OC)c(N(CC(=O)Nc2ccccc2F)S(=O)(=O)c2ccccc2)c1 | -8 | -3% | · | · | · | -3% | · | -22% | ·
O=C(Cn1ncn2c(cc3cc(F)ccc32)c1=O)NC1CCCCC1 | 0 | -3% | 2 | 0.0% | -4 | -2% | -15 | -4% | 8
Cc1ccccc1C(=O)Nc1ccnn1C1CCN(C(=O)c2ccoc2)CC1 | -5 | -9% | 4 | 1.9% | -5 | -3% | -45* | -3% | 6
COc1ccc(NC(=O)c2cc(S(=O)(=O)N3CCCC3)oc2C)cc1 | 0 | 1% | 3 | -2.9% | 2 | 2% | 22 | 12% | 31*
O=C(c1cccs1)N1CCN(c2nc3ccccc3s2)CC1 | -7 | 3% | 6 | -0.6% | -3 | 4% | -37* | 2% | 8

Next part (4 carried over from the part before).
SMILES | LDHA block | Vif-A3G inh | D1 agonist | RXFP1 ag | D1 potentiator | Glioma ERSR ind | D1 antagonist | Vif-A3F inh | D2 potentiator
O=C(Cn1ncn2c(cc3cc(F)ccc32)c1=O)NC1CCCCC1 | 0 | -3% | 2 | 0.0% | -4 | -2% | -15 | -4% | 8
Cc1ccccc1C(=O)Nc1ccnn1C1CCN(C(=O)c2ccoc2)CC1 | -5 | -9% | 4 | 1.9% | -5 | -3% | -45* | -3% | 6
COc1ccc(NC(=O)c2cc(S(=O)(=O)N3CCCC3)oc2C)cc1 | 0 | 1% | 3 | -2.9% | 2 | 2% | 22 | 12% | 31*
O=C(c1cccs1)N1CCN(c2nc3ccccc3s2)CC1 | -7 | 3% | 6 | -0.6% | -3 | 4% | -37* | 2% | 8
N#Cc1ccccc1CN1C(=O)NC(Cc2c[nH]c3ccccc23)C1=O (stereo not drawn) | -1 | 0% | 3 | 19% | -4 | -1% | 2 | 0% | 9
COc1cc2c(cc1OC)CN(C1CCCN(Cc3cccc(C(C)=O)c3)C1)CC2 (stereo not drawn) | 3 | -7% | · | · | · | -2% | · | -9% | ·
CC(=O)CC(=O)Nc1nc(C)cc(C)n1 | -8 | 3% | 4 | -0.3% | 2 | -2% | -19 | -8% | 5
Cc1csc(NC(=O)CN(C)S(=O)(=O)c2cccc3cccnc23)n1 | -14 | 0% | 2 | -0.1% | -2 | -3% | -7 | -11% | 1
COc1cccc(CC(=O)Nc2ccc3c(c2)OC2(CCCC2)O3)c1 | 2 | -2% | 2 | -0.7% | -4 | 5% | 7 | 2% | -12
CC(C)C[C@H](NC(=O)c1ccc(OC2CCN(C(=O)C3CC3)CC2)cc1)C(N)=O | -7 | -1% | 3 | 0.8% | 6 | -5% | -2 | -18% | ·
COC(=O)CC1(c2cccc3ccccc23)C(=O)c2ccccc2C1=O | -10 | -27% | 0 | 1.9% | -2 | ? | -3 | -10% | ·
S=c1nn[nH]c2ccccc12 | 0 | 5% | · | · | · | 2% | · | -13% | ·
O=C1/C(=C/c2cccnc2)Oc2cc(OS(=O)(=O)c3ccc(Cl)cc3)ccc21 | 2 | 0% | 9 | -1.4% | -4 | -3% | 0 | 3% | 5
COc1cc(/C=N/Nc2nc(Nc3ccccc3)nc(N3CCCCC3)n2)ccc1OCC(=O)O | 2 | 3% | 2 | 0.4% | 0 | -1% | -2 | -1% | -26
Cc1nc2c(C)cccc2cc1C(=O)N/N=C/c1ccc(N(C)C)cc1 | -1 | ? | 2 | -0.1% | -5 | -2% | 4 | 1% | -5
OC1CC2CCC(C1)N2CCCN1c2ccccc2Sc2ccc(Cl)cc21 (stereo not drawn) | 3 | -19% | · | · | · | -11% | · | 13% | ·

Printed as active in D2 potentiator (from the list above):
SMILES	LDHA block	Vif-A3G inh	D1 agonist	RXFP1 ag	D1 potentiator	Glioma ERSR ind	D1 antagonist	D2 potentiator
COc1ccc(NC(=O)c2cc(S(=O)(=O)N3CCCC3)oc2C)cc1	0	1%	3	-2.9%	2	2%	22	31*

New compounds follow:
SMILES | LDHA block | Vif-A3G inh | D1 agonist | RXFP1 ag | D1 potentiator | Glioma ERSR ind | D1 antagonist | Vif-A3F inh | D2 potentiator
Cc1cc(C(=O)N/N=C/c2cc([N+](=O)[O-])ccc2O)c2ccccc2n1 | 3 | -26% | 1 | 0.0% | -1 | -5% | 7 | -3% | 4
O=C(COC(=O)/C=C/c1cccc(F)c1)NC(=O)NC1CCCC1 | -2 | 3% | · | · | · | 4% | · | 4% | ·
O=C(NCC(=O)N(c1cccc(F)c1)C(C(=O)NCC1CCCO1)c1ccccc1)c1ccco1 (stereo not drawn) | -6 | 0% | 0 | -0.6% | 0 | 1% | -12 | -3% | -7
Cc1cc(OC(C)C(=O)NCc2cccnc2)c2c(C)cc(=O)oc2c1 (stereo not drawn) | -1&15 | 1% | 1 | 1.0% | -3 | 6% | -18 | -1% | -3
Cc1cc(C(=O)CN2C(=O)C(=O)N(Cc3ccccc3)C2=O)c(C)n1Cc1ccccc1 | -2 | -3% | · | · | · | -3% | · | -2% | ·
COc1cccc(C(=O)Nc2nc(-c3nnn(-c4cccc(Cl)c4C)c3C)ns2)c1 | -2 | 6% | 3 | 2.9% | 12 | 7% | 21 | 5% | -8
CCOc1ccc(C(=O)Nc2nnc(C)s2)cc1OCC | 1 | 0% | 3 | -0.7% | -4 | 1% | -4 | -5% | -7
COc1ccc(OCc2nc(N)nc(Nc3cccc(C)c3C)n2)cc1 | -3 | 0% | 0 | 0.1% | -1 | 4% | -14 | 5% | 6
Cc1[nH]c2ccccc2c1-c1csc(N)n1 | 1 | 0% | 1 | 1.8% | -5 | -5% | -16 | ? | 2
O=C(c1ccc(Cl)cc1)c1oc2ccccc2c1CS(=O)(=O)c1ccccc1 | -2 | 0% | 5 | 0.5% | 8 | 0% | 5 | 2% | 9
C=CCn1c(C)cc(C(=O)CSc2nnc(NC(C)C)s2)c1C | 2 | -6% | -1 | 2.9% | -8 | -2% | -18 | · | 8
CCn1cc(CN2CCC(n3nccc3NC(=O)C3CCCC3)CC2)c(C)n1 | -17 | 3% | 2 | -3.1% | -8 | 1% | -9 | -6% | 8
O=C(CN1C(=O)CC(c2ccco2)Sc2ccccc21)Nc1ccc(Br)cc1 (stereo not drawn) | -14 | 0% | 3 | 5.1% | -4 | -4% | 11 | -1% | -2
Cc1ccc(-c2nc3ccccc3[nH]2)cc1NC(=O)c1sc2cc(Cl)ccc2c1Cl | -18 | 4% | 5 | -0.2% | -4 | 6% | -1 | 1% | 25
COc1ccc(Nc2nc(NCCO)nc(OC)n2)cc1 | 2 | 0% | 3 | -1.9% | 1 | 1% | -4 | -3% | 5
CCc1ccc(NC(=O)C(C)OC(=O)/C=C/c2ccc(O)c(OC)c2)cc1 (stereo not drawn) | -1 | -7% | · | · | · | ? | · | -17% | ·
COc1ccccc1N(CC(=O)Nc1cccnc1)S(C)(=O)=O | 2 | 1% | 3 | 0.0% | 1 | -1% | 5 | -8% | 5
COc1cc(SC)ccc1C(=O)Nc1ccc(C)cc1C | -13 | -14% | 3 | -2.1% | -10 | 1% | 2 | -13% | -5
COc1ccc(N2Cc3cccc(C(=O)N4CCN(C(=O)c5ccco5)CC4)c3C2=O)cc1 | -1 | -4% | 2 | 0.3% | -2 | -1% | -7 | 1% | -18

Just D2 potentiator, Glioma ERSR ind and Vif-A3G inh, for five of the compounds above:
structure | D2 potentiator | Glioma ERSR ind | Vif-A3G inh
COc1cc(SC)ccc1C(=O)Nc1ccc(C)cc1C | -5 | 1% | -14%
COc1ccc(Nc2nc(NCCO)nc(OC)n2)cc1 | 5 | 1% | 0%
COc1ccc(N2Cc3cccc(C(=O)N4CCN(C(=O)c5ccco5)CC4)c3C2=O)cc1 | -18 | -1% | -4%
COc1ccccc1N(CC(=O)Nc1cccnc1)S(C)(=O)=O | 5 | -1% | 1%
CCc1ccc(NC(=O)C(C)OC(=O)/C=C/c2ccc(O)c(OC)c2)cc1 (stereo not drawn) | · | ? | -7%

From PubChem
